hIAP activ: human IAP activation | purified human IAP, CDP-Star luminescence, 30 min; active compounds read high; 1 = vehicle-only enzyme, 0 = enzyme-free background | activation factor at 10 µM | P09923 | 330,000 tested, 0.16% active | AID 2524;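 active = activation factor of the enzyme at least 2-fold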; note: the source names both 10 and 20 µM as test concentration; values of inactives mirror those of a sister screen read the other way
Target sequence (P09923 whole entry, looked up): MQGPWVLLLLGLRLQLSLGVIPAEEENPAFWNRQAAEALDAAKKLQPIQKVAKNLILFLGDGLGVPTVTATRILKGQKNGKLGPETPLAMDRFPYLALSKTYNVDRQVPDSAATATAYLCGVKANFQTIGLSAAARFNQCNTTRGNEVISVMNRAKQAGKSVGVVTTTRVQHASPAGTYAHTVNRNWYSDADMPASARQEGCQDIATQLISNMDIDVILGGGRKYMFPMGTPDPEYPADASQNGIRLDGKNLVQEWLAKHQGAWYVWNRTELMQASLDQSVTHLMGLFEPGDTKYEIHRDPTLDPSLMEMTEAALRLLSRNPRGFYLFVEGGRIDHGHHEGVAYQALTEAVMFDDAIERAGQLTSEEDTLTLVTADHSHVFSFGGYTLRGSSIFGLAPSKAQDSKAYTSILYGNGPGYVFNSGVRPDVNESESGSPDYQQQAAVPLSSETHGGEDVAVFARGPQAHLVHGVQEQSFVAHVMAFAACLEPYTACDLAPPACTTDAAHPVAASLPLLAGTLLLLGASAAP
mIAP act: increases mouse intestinal alkaline phosphatase activity | muIAP, CDP-Star luminescence, 30 min; active compounds read high; 1 = vehicle-only enzyme signal, 0 = enzyme-free wells | activation factor at 10 µM | 330,000 tested, 0.24% active | AID 2805;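 active = activation factor of at least 2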; note: the source names both 10 and 20 µM as test concentration; values of inactives mirror those of a sister screen read the other way
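also added = chemiluminescent substrate CDP-Star | test system = mouse IAP enzyme | signal = chemiluminescence readout | compound = DMSO-dissolved test compounds | incubation = 30 min at room temperature | benchmarks = DMSO wells, no-enzyme wells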
ATG4B inh: blocks human ATG4B protease cleavage of LC3 substrate; 340,000 tested, 0.51% active; Q9Y4P1; ATG4B cleavage of LC3-PLA2, NBD-HPC fluorescence, 1 h; AID 504462; inhibition, % at 8.33 µM; in the data active = inhibition above about 40%
Target sequence (Q9Y4P1 whole entry, looked up): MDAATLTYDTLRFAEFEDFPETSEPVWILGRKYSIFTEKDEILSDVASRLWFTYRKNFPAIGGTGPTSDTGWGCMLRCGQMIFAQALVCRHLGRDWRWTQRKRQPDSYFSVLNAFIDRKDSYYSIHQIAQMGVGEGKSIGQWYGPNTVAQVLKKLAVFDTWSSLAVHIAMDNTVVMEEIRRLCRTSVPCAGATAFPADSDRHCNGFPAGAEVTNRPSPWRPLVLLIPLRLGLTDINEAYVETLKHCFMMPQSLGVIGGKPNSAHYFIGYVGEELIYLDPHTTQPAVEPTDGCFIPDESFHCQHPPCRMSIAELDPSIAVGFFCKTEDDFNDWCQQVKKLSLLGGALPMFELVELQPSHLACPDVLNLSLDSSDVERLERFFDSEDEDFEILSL
mIAP block: blocks mouse intestinal alkaline phosphatase. purified mouse IAP, CDP-Star luminescence, 30 min. inhibition, % at 10 µM. 330,000 tested, 0.2% active;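 active = inhibition of at least 40% at 10 µM in the primary screen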;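 note: plate controls were DMSO with enzyme for no effect and no enzyme wells for full effect; values of inactives mirror those of a sister screen read the other way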
APOBEC3G inh: inhibitors of human APOBEC3G DNA deaminase. 330,000 tested, 0.28% active. recombinant A3G, ssDNA deamination FAM/TAMRA fluorescence. AID 493012. inhibition, % at 20 µM. Q9HC16;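 active = inhibition of at least 40% at 20 µM, with no more than 30% in the related APOBEC3A deaminase screen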;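 note: plate controls were DMSO wells with A3G for no effect and wells lacking A3G enzyme for full effect; some compounds called inactive have numbers as strong as hits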
MIN6 prolif: MIN6 beta-cell proliferation induction. proliferation, % at 10 µM. 330,000 tested, 0.29% active. MIN6 cells proliferation, ATPlite luminescence, 48 h; cells starved in 0.2% serum; 100% = growth in 10% serum;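 active = compounds whose signal lies at least 3.5 SD above the mean of all wells on their plate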;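 note: 0% = DMSO-treated cells in low-serum medium and 100% = 10% serum control; some compounds called inactive have numbers as strong as hits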
A3A deaminase: inhibitors of human APOBEC3A DNA deaminase; P31941; recombinant A3A, FAM/TAMRA ssDNA deamination fluorescence; inhibition, % at 20 µM; 330,000 tested, 0.41% active; AID 493011;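 active = at least 40% inhibition at 20 µM here, with at most 30% in a related deaminase screen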;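 note: plate controls were A3A with DMSO for no effect and wells lacking A3A enzyme for full effect; some results filed as inactive read as strong as hits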
Target sequence (P31941 whole entry, looked up): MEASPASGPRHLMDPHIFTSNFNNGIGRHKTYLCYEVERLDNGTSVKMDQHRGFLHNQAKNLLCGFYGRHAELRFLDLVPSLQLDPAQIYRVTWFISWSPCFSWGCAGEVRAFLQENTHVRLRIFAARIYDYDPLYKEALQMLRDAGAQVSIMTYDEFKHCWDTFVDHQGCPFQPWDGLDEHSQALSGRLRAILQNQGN
MPTP inh: blocks calcium-induced mitochondrial swelling; isolated mouse mitochondria, Ca2+ swelling absorbance, 30 min; inhibition, % at 10 µM; 360,000 tested, 1.4% active; AID 602449;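 active = inhibition of 50% or more, scaled per plate between neutral and stimulator controls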;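 note: 0% = DMSO wells given calcium and 100% = 1 mM EGTA wells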
hIAP block: blocks human intestinal alkaline phosphatase; inhibition, % at 10 µM; AID 2544; P09923; 330,000 tested, 0.12% active; purified IAP, CDP-Star luminescence, 30 min;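 active = inhibition reaching a set limit with compound at 10 µM in the primary screen, cut at about 35% in these data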;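 note: plate controls were DMSO wells with enzyme for no effect and no-enzyme buffer wells for full effect; values of inactives mirror those of a sister screen read the other way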
Numbers without * were called inactive; x = not tested or not shown.

SMILES	hIAP activ	mIAP act	ATG4B inh	mIAP block	APOBEC3G inh	MIN6 prolif	A3A deaminase	MPTP inh	hIAP block
O=C(NCCOc1ccccc1F)C1CC(=O)N(c2ccc3c(c2)OCCO3)C1 (stereo not given)	0.97	1.1	-22	-6	-2	-2	5	-1.7	3
N=c1c[n+](N2CCOCC2)[n-]o1	0.9	1	6	0	-5	3	-4	0.8	10
CC(C)Oc1ccc(/C=C(\NC(=O)/C=C/c2ccco2)C(=O)NCCc2nc3ccccc3[nH]2)cc1	0.81	0.87	-16	13	-8	0	0	-2.1	19
O=C(COC(=O)c1ccco1)Nc1ccc2c(c1)OCCO2	1.1	0.91	3	9	-4	-1	-2	2.3	-11
O=C(N/N=C\c1ccc([N+](=O)[O-])s1)C1COc2ccccc2O1 (stereo not given)	1	0.81	-10	19	0	-7	-2	-3.4	-1
CN1CCN(C(=O)c2cc3nc(-c4ccc(Cl)cc4)cc(C(F)(F)F)n3n2)CC1	0.71	0.99	-2	1	-3	-3	-3	-0.3	29
O=[N+]([O-])c1cnc(Nc2ccccc2)nc1Nc1ccccc1	0.91	0.87	4	13	1	1	-2	2.7	9
CC1CCN(C(=O)c2ccc(S(=O)(=O)Cc3cccc(F)c3)c([N+](=O)[O-])c2)CC1	0.99	0.9	-3	10	-6	0	-2	1.0	1
S=C(S)N1CCCC1	0.94	1	-2	-4	1	-3	-2	-0.5	6
CCN(CC)C(=O)[C@H]1CC(CC(=O)NCc2ccc(OC)c(OC)c2)C(=O)N2CCc3c([nH]c4ccccc34)[C@]12C (stereo not given in full)	1.1	0.97	-3	3	-1	-1	0	0.4	-10
CC(NC(=O)c1ccc(S(=O)(=O)N(C)C)cc1)c1ccc(-n2ccnc2)cc1 (stereo not given)	1	1	-8	-4	-3	-1	0	1.2	-4
COc1cccc(NC(=O)CSc2nncn2N)c1	1	1	0	-5	-4	1	-1	-4.2	-3
COc1ccc([N+](=O)[O-])cc1NC(=O)CCN1CCN(c2ccccc2OC)CC1	0.95	0.94	31	6	2	-1	1	0.3	5
CC1(C(=O)NCc2ccc(F)cc2)Oc2ccccc2NC1=O (stereo not given)	0.95	1	-1	-3	-3	-3	-5	-1.1	4
Cn1cc(C=O)c(-c2ccc3c(c2)OCCCO3)n1	0.92	1.1	-8	-5	0	0	1	0.5	8

Compound profiles, as listed above. Values in the order: hIAP activ | mIAP act | ATG4B inh | mIAP block | APOBEC3G inh | MIN6 prolif | A3A deaminase | MPTP inh | hIAP block
CN1CCN(C(=O)c2cc3nc(-c4ccc(Cl)cc4)cc(C(F)(F)F)n3n2)CC1 is entered as 0.71 | 0.99 | -2 | 1 | -3 | -3 | -3 | -0.3 | 29
O=C(NCCOc1ccccc1F)C1CC(=O)N(c2ccc3c(c2)OCCO3)C1 (stereo not given) is entered as 0.97 | 1.1 | -22 | -6 | -2 | -2 | 5 | -1.7 | 3

Back to the main list with the 3 entries that preceded the break.
SMILES	hIAP activ	mIAP act	ATG4B inh	mIAP block	APOBEC3G inh	MIN6 prolif	A3A deaminase	MPTP inh	hIAP block
COc1ccc([N+](=O)[O-])cc1NC(=O)CCN1CCN(c2ccccc2OC)CC1	0.95	0.94	31	6	2	-1	1	0.3	5
CC1(C(=O)NCc2ccc(F)cc2)Oc2ccccc2NC1=O (stereo not given)	0.95	1	-1	-3	-3	-3	-5	-1.1	4
Cn1cc(C=O)c(-c2ccc3c(c2)OCCCO3)n1	0.92	1.1	-8	-5	0	0	1	0.5	8
Cc1ccc(-n2ncc3c2CC(C)(C)CC3NC(=O)Cc2c(C)noc2C)cc1 (stereo not given)	1.2	1	-2	-2	-3	0	-5	0.4	-21
Cc1cc(NC(=O)CSc2nnc(-c3ccncc3)n2N)ccc1Br	1.1	1.1	-8	-8	-9	0	-2	-0.7	-6
CCn1c(SC)nnc1-c1nn(-c2ccccc2)ccc1=O	0.96	1.1	-3	-8	16	-1	58*	0.7	4
O=C(Nc1ccc(N2CCN(C(=O)c3ccc(Cl)cc3)CC2)cc1)c1ccc(Br)o1	1.1	1	2	-3	-8	1	-3	30	-9
CC(C)OC(=O)CC1C(=O)NCCN1C(=S)NC(=O)c1ccccc1Cl (stereo not given)	1.2	1	-4	-3	-3	0	-2	-0.1	-20
O=C(N/N=C/c1cccc(Br)c1)c1ccc(Cn2cc(Br)cn2)o1	1	0.93	-1	8	-8	2	-4	-2.7	-4
Cc1ccc(S(=O)(=O)Nc2ncccn2)cc1	1.1	0.99	3	1	-1	-1	-5	0.1	-11
O=C1c2ccccc2NC(c2ccc(F)cc2)N1Cc1ccco1 (stereo not given)	1.1	0.98	-6	2	5	0	1	0.5	-9
Cc1c(NC(=O)c2cc3c(=O)n4ccccc4nc3s2)c(=O)n(-c2ccccc2)n1C	0.91	1.1	-6	-7	-8	-4	0	0.1	9
C/C(=N\NC(=O)Cn1c(-c2ccccn2)nc2ccccc21)c1ccccc1	0.88	1.1	-12	-7	-8	-2	-2	1.3	12
COc1ccc(C2NC(=O)NC(c3ccccc3)=C2c2nc3ccccc3s2)cc1 (stereo not given)	0.83	0.95	-17	5	-8	-6	-2	-1.9	17
C/C(NC(=O)c1ccccc1)=C1/C(=O)CC2C1C2(C)C (stereo not given)	0.87	1	6	0	7	-2	0	-0.9	13
COc1ccccc1N1CCN(C(=O)c2oc3ccc(Br)cc3c2C)CC1	0.99	0.95	-9	5	-8	-5	-3	-1.3	1
FC(F)(F)c1nc2ccccc2nc1N/N=C\c1ccccc1	1.2	1	13	0	-1	-1	2	6.0	-25
CCN(Cc1ccccc1)Cc1c(C)[nH]c2c(C)c(C)ccc2c1=O	0.97	0.99	-3	1	-4	-4	-1	5.1	2
COc1cc(C(=O)Nc2c(C(=O)O)[nH]c3ccccc23)cc(OC)c1OC	1	0.85	4	15	-8	-2	-2	-0.9	-4
CC12CCC(C(=O)Nc3ccc4c(c3)OCCO4)(OC1=O)C2(C)C (stereo not given)	1.2	1	-6	-1	2	1	0	1.0	-24
O=C(NCC1CCCO1)c1ccc2c(c1)N(Cc1ccccc1)C(=O)CS2 (stereo not given)	0.94	1	2	-2	-5	-1	-4	-0.5	6
COc1ccc(-n2nc(C(=O)Nc3ccc4c(c3)OCO4)c3c4ccccc4n(C)c3c2=O)cc1	1	0.92	2	8	-2	-1	-1	1.0	-1
CN(C(=O)Nc1ccc(Cl)cc1Cl)C1CCCC1	0.84	1	5	-4	-6	-2	-3	1.3	16
CC(OC(=O)CCN=C1NS(=O)(=O)c2ccccc21)C(=O)Nc1ccccc1F (stereo not given)	1	0.98	0	2	-4	0	-1	-1.5	-3
Nc1nc(SCC(=O)Nc2ccc([N+](=O)[O-])cc2)[nH]c(=O)c1NC(=O)c1ccc(Br)cc1	0.91	1.1	1	-9	3	1	1	0.2	10
CCOCCCNC(=O)C(c1ccccc1)N(Cc1ccc2c(c1)OCO2)C(=O)c1ccccc1O (stereo not given)	0.94	1	-5	-4	-7	5	3	-0.9	6
Cc1ccc(C(=O)OCC(=O)Nc2ccc3[nH]c(=O)[nH]c3c2)o1	1	1.1	-1	-5	-1	-2	0	-0.3	0
COC(=O)c1ccc(N2CCN(C)CC2)c(NC(=O)c2cccnc2)c1	1	1	8	-4	-1	-1	1	-0.3	-1
CN1C=CC=C/C1=C(\C#N)c1nc2ccccc2[nH]1	0.81	0.82	-3	18	-9	-2	-4	1.0	18
CCOc1ccccc1N1CC(C(=O)Nc2ccccc2CC)CC1=O (stereo not given)	0.97	1	-3	-4	3	1	-1	-1.7	3
COCCN(C(=O)Cn1nnc2ccccc21)C(C(=O)NC1CCCC1)c1cccc(OC)c1OC (stereo not given)	1.1	0.96	-10	4	-3	-2	2	-6.6	-13
C[C@H]1CN([C@@H](C)CO)C(=O)c2cccc(NC(=O)Nc3ccc(F)cc3)c2O[C@@H]1CN(C)Cc1ccc(C(=O)O)cc1	0.93	0.94	-14	6	-7	-2	0	0.3	7
COc1ccc(-n2cnc3c(cnn3CCC#N)c2=N)cc1	0.85	1.1	8	-13	-4	0	0	-1.7	15
CCN(CC)C(=O)C1CCCN(c2ccc([N+](=O)[O-])cc2)C1 (stereo not given)	0.95	0.97	-3	2	-11	3	2	0.3	5
CCc1ccc(C2CC(c3ccc(Cl)cc3)=NNC2=O)cc1 (stereo not given)	0.74	0.93	7	7	-4	-3	-2	0.9	26
COc1cc(C(=O)NCCC(C)C)ccc1OCc1ccc(Cl)cc1Cl	1.1	1.9	15	-94	-4	0	-2	32	-11
COC(=O)CS(=O)(=O)c1cc(Br)cc2c1N(C(C)=O)CC2	0.93	1	4	0	-8	-1	-4	2.0	7
COc1ccc(C)c2sc(=NC(=O)c3ccccc3)n(C)c12	0.95	1.1	-4	-8	-2	-3	-3	1.5	5
CCOc1cc2[nH]c(=O)n(CCC(=O)NCc3ccc(OC)cc3)c(=O)c2cc1OCC	0.97	1	0	-2	-9	-1	0	-0.2	3
C[C@H](CO)N1C[C@H](C)[C@@H](CN(C)C(=O)Nc2ccc(C(F)(F)F)cc2)Oc2ccc(NS(=O)(=O)c3cccs3)cc2C1=O	1	1.3	1	-34	-9	-3	-3	1.4	-2
COc1ccc(/C=C2\SC(=O)N(CCNC(=O)CN3C(=O)NC4(CCCC4)C3=O)C2=O)cc1	1.1	0.92	-13	8	-10	1	-2	-1.4	-8
CC(C)NC(=O)c1ccc2c(c1)N(CC(=O)NC1CCCCC1)C(=O)C(C)(C)O2	0.92	0.93	9	7	-8	-1	-6	-1.8	8
CCOc1ccc(S(=O)(=O)NCCSc2ccccc2)cc1	1.2	1.2	-8	-16	-6	-2	-4	11	-24
Cc1c(NC(=O)Nc2ccc(Cl)c(Cl)c2)c(=O)n(-c2ccccc2)n1C	1.1	1.4	-4	-37	2	-5	1	90*	-12
CC1CC(C)(C)N(C(=O)CN2C(=O)CCC2=O)c2ccccc21 (stereo not given)	0.96	0.92	5	8	-2	2	1	-1.6	4
Cc1cc(NS(=O)(=O)c2c(C(=O)N3CCOCC3)c(C)n(C)c2C)ccc1Br	0.87	0.97	-2	3	-5	-1	-4	-1.5	13
CC(C)CC(=O)NC(=S)Nc1sc2c(c1C(N)=O)CCC2	0.93	0.77	3	24	3	-5	-1	-1.1	7
CC(C)CC(=O)N1CCN(Cc2cccc([N+](=O)[O-])c2)CC1	1.1	1	2	-2	-5	1	1	-0.6	-5
CSc1ccc(/C=C/C(=O)NC23CC4CC(CC(C4)C2)C3)cc1	0.91	0.99	1	1	5	-3	1	0.3	9
O=C(N/N=C/c1ccc([N+](=O)[O-])cc1)c1cnccn1	1.1	1.1	6	-13	-6	0	-3	x	-6
CC(=O)Nc1ccc(CN2CCN(CC(C)C)C(CCO)C2)cc1 (stereo not given)	1.1	1.1	6	-9	-6	1	1	-0.3	-13
COc1ccc(NC(=O)N2CCC(NC(=O)c3ccco3)CC2)cc1	1.1	0.99	-12	1	-7	-2	-2	-1.3	-6
Cc1cccc(NS(=O)(=O)c2nnc(NC(=O)c3ccc(Cl)cc3)s2)c1	1.1	0.84	2	16	2	-3	3	0.7	-6
O=S1(=O)CC(O)C(N=Nc2c(O)n(Cc3ccccc3)c3ccccc23)C1 (stereo not given)	1.1	0.9	1	10	-8	1	-1	-0.8	-9
O=c1[nH]c(=S)[nH]nc1Cc1ccc(Cl)c(Cl)c1	1	1	8	-4	-3	-4	-2	0.1	-2
Cn1c(=O)c(-c2ccccc2)c(O)c2ccccc21	1.2	1	-4	-4	-1	0	-2	-0.8	-22
Fc1ccc(C2CC(c3ccco3)=Nc3ccccc3S2)cc1 (stereo not given)	0.96	0.88	46*	12	-5	-7	-1	0.7	4
O=C1N(C2CCCC2)C[C@@H]2C[C@@H](c3cccn3-c3nccs3)N3CCC[C@@]123	1.1	0.99	-5	1	-2	-3	2	1.9	-8

Source: PubChem BioAssay (Sanford-Burnham Center for Chemical Genomics)
